UPR CHOP act: activators of apoptotic CHOP UPR arm, primary screen, cell-based, CHO-CHOP luciferase reporter, luminescence, uHTS. UPR activation; percent of tunicamycin response over DMSO baseline. activation, % at 10 µM. hit rate 0.34% among 330,000. AID 449763, 2010;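 active = at 10 µM dose, activation of 40% or more, normalized to positive control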;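 also: 100% = tunicamycin at 10 µg/mL and 0% = DMSO alone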
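System: CHO CHOP reporter cells. Amount: 500 cells per well. Buffer or medium: F12 medium, 10% FBS. Compound dosing: one dose, 10 µM in 0.5% DMSO. Incubation: 6 h compound exposure at 37 °C after overnight seeding. Technique: Steady-Glo luciferase luminescence. Benchmarks: tunicamycin and DMSO controls.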
XBP1 UPR activ: activators of adaptive XBP1 UPR arm, primary screen, cell-based, CHO-XBP1 luciferase reporter, luminescence, uHTS; IRE1-XBP1 UPR activation; percent of tunicamycin response, DMSO as zero; AID 463104, 2010; hit rate 0.33% among 330,000; activation, % at 20 µM;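 active = versus positive control, 20 µM dose yields 30% or more activation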;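 also: 100% = tunicamycin at 10 µg/mL and 0% = DMSO only wells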
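Material: CHO cell line with stable XBP1 luciferase reporter; buffer or medium: F12 medium containing 10% fetal bovine serum; compound: single point, 20 µM final compound, 1% DMSO; incubation: 6 h treatment, 37 °C; measured by: glow luminescence from Steady-Glo reagent; evaluation: activation, % of tunicamycin; control set: tunicamycin high, DMSO low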
Jurkat NFkB inh: inhibitors of induced NF-kB luciferase reporter, primary screen, TCR NF-kB activation inhibitor project, cell-based, luminescence, uHTS | Jurkat, PMA/ionomycin-induced NF-kB luciferase reporter | inhibition, % at 4 µM | hit rate 0.53% among 330,000; in the data active = inhibition above about 50%
tim10-1 inh: growth inhibitors of tim10-1 mutant yeast, primary screen, luminescence, uHTS. S. cerevisiae tim10-1 ts strain growth, BacTiter-Glo, 24 h. inhibition, % at 20 µM. hit rate 2.2% among 330,000;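 active = inhibition of at least 40%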;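 also: mutant grown at 25 °C; 0% = DMSO wells with yeast and 100% = wells holding no yeast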
Mdm2-MdmX inh: inhibitors of human Mdm2-MdmX association, primary screen, cell-based, luminescence, split luciferase, SaOS-2, uHTS; AID 485346, 2010; inhibition, % at 8 µM; SaOS-2 split-luciferase Mdm2/MdmX complementation; hit rate 3% among 330,000; Protein Mdm4 (Homo sapiens) + E3 ubiquitin-protein ligase Mdm2 (Homo sapiens), …;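 active = inhibition of at least 50% at 8 µM in the primary screen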
Target sequence (O15151 whole entry, looked up): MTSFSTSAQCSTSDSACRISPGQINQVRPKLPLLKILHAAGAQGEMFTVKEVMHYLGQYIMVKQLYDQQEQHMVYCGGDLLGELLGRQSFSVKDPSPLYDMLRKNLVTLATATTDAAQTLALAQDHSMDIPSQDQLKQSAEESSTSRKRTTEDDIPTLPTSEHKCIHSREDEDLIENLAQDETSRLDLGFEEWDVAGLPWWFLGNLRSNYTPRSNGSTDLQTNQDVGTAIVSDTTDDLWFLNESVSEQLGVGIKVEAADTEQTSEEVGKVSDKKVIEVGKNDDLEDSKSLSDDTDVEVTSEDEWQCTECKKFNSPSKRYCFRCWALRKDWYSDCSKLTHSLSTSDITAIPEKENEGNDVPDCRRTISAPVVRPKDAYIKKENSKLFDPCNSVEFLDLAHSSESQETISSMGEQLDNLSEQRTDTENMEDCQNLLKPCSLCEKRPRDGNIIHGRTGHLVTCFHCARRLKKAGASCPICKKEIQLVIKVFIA
Target sequence (Q00987 whole entry, looked up): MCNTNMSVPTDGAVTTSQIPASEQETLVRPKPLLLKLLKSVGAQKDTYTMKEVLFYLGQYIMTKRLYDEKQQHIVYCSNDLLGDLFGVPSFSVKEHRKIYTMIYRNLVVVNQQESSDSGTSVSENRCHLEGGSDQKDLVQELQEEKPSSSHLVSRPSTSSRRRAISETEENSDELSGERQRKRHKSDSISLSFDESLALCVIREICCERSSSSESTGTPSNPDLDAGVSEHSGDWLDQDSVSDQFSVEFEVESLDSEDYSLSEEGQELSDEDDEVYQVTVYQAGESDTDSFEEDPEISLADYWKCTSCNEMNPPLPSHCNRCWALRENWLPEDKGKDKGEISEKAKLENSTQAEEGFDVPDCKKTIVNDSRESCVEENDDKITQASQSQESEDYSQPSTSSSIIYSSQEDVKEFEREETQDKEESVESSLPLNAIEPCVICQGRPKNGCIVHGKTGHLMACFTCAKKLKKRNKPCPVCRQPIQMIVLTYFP
TIM10 inh: growth inhibitors of isogenic TIM10 control yeast, primary screen, counter-screen for tim10-1 yeast inhibitor project, luminescence, uHTS; inhibition, % at 10 µM; S. cerevisiae TIM10 strain growth, BacTiter-Glo luminescence, 24 h; hit rate 1.4% among 330,000;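 active = inhibition of 40% or more at the single tested concentration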;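 also: wild-type TIM10 isogenic control strain grown at permissive 25 °C; 0% = DMSO yeast wells and 100% = minimal medium wells without yeast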
697 NFkB inh: inhibitors of PMA/ionomycin-induced NF-kB reporter, 697 cells, primary screen, B-cell NF-kB inhibitor project, cell-based, luminescence, uHTS. hit rate 0.33% among 330,000. 697 B-cell NF-kB luciferase reporter, 16 h. AID 435022, 2010. inhibition, % at 4 µM; in the data active = inhibition above about 35%
tim23-1 inh: growth inhibitors of tim23-1 mutant yeast, primary screen, luminescence, uHTS. S. cerevisiae tim23-1 growth, BacTiter-Glo luminescence, 24 h. inhibition, % at 20 µM. hit rate 1.3% among 330,000;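 active = growth inhibition of the mutant yeast at or above 50%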;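 also: temperature-sensitive mutant grown at 25 °C; plate controls were DMSO-treated mutant yeast for no effect and medium wells lacking yeast for full effect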
Numbers without * were called inactive.

How did NCCCC[C@H]1CNC(=O)C(=O)N1CCc1cccc(F)c1 do in these assays?
UPR CHOP act: 0.9; XBP1 UPR activ: -3; Jurkat NFkB inh: 24; tim10-1 inh: 1; Mdm2-MdmX inh: -19; TIM10 inh: -1; 697 NFkB inh: 18; tim23-1 inh: 15

What do the screens show for `COc1ccc(C(C)NC(=O)c2ccc(Cl)cc2)cc1OC` (stereo not drawn)?
UPR CHOP act: 2.8; XBP1 UPR activ: 2; Jurkat NFkB inh: 7; tim10-1 inh: -3; Mdm2-MdmX inh: 7; TIM10 inh: -18; 697 NFkB inh: 6; tim23-1 inh: -20

How did COc1ccc(-n2c(=S)[nH]c3[nH]ncc3c2=O)cc1 do in these assays?
UPR CHOP act: 1.3; XBP1 UPR activ: -2; Jurkat NFkB inh: 17; tim10-1 inh: -4; Mdm2-MdmX inh: -1; TIM10 inh: 2; 697 NFkB inh: 2; tim23-1 inh: -4

Results for COC(C/C=C\C(=O)COCc1ccccc1)OC ?
UPR CHOP act: 1.5; XBP1 UPR activ: -1; Jurkat NFkB inh: -2; tim10-1 inh: 37; Mdm2-MdmX inh: -3; TIM10 inh: 20; 697 NFkB inh: 31; tim23-1 inh: 18

Results for CCC(C(=O)NC(C)CCc1ccco1)n1nc(C)n2c(cc3occc32)c1=O (stereo not drawn) ?
UPR CHOP act: -5.6; XBP1 UPR activ: -3; Jurkat NFkB inh: 18; tim10-1 inh: 10; Mdm2-MdmX inh: 41; TIM10 inh: 12; 697 NFkB inh: 7; tim23-1 inh: 7

Results for Cc1cc2ncn(N)c2cc1C ?
UPR CHOP act: 3.2; XBP1 UPR activ: -1; Jurkat NFkB inh: 5; tim10-1 inh: 9; Mdm2-MdmX inh: -17; TIM10 inh: 5; 697 NFkB inh: -2; tim23-1 inh: 7

Results for COc1ccccc1N1CCN(C(=O)CN2C(=O)C3CCCCC3C2=O)CC1 (stereo not drawn) ?
UPR CHOP act: 2.6; XBP1 UPR activ: 8; Jurkat NFkB inh: -6; tim10-1 inh: 7; Mdm2-MdmX inh: 7; TIM10 inh: 5; 697 NFkB inh: -20; tim23-1 inh: -1

How did COc1ccc(CN2CCNC(=O)C2CC(=O)N(C)CCC2CCOCC2)c(OC)c1 (stereo not drawn) do in these assays?
UPR CHOP act: 2.1; XBP1 UPR activ: -3; Jurkat NFkB inh: 3; tim10-1 inh: 13; Mdm2-MdmX inh: 12; TIM10 inh: -7; 697 NFkB inh: -5; tim23-1 inh: 10

How did CNC(=O)c1ccccc1NC(=O)c1ccc(C)c(S(=O)(=O)N2CCCCC2)c1 do in these assays?
UPR CHOP act: -1.7; XBP1 UPR activ: 1; Jurkat NFkB inh: 11; tim10-1 inh: 27; Mdm2-MdmX inh: -15; TIM10 inh: 24; 697 NFkB inh: -11; tim23-1 inh: 17

How did Cc1cc(C(=O)OCn2nnc3ccccc3c2=O)c(C)n1-c1ccccc1 do in these assays?
UPR CHOP act: 7.4; XBP1 UPR activ: 6; Jurkat NFkB inh: -4; tim10-1 inh: 6; Mdm2-MdmX inh: 23; TIM10 inh: 0; 697 NFkB inh: -19; tim23-1 inh: 28

Results for C=CCNC(=S)NCCO ?
UPR CHOP act: -0.1; XBP1 UPR activ: 0; Jurkat NFkB inh: -6; tim10-1 inh: 12; Mdm2-MdmX inh: -4; TIM10 inh: 2; 697 NFkB inh: 10; tim23-1 inh: 12

Results for CCc1cccc(CC)c1NC(=S)N(CCN(C)C)C(C)c1cccnc1 (stereo not drawn) ?
UPR CHOP act: 1.3; XBP1 UPR activ: 0; Jurkat NFkB inh: 9; tim10-1 inh: 11; Mdm2-MdmX inh: 10; TIM10 inh: -10; 697 NFkB inh: 12; tim23-1 inh: 1

Results for COCCNC(=O)COc1ccc(Nc2ccccc2)cc1 ?
UPR CHOP act: -1.6; XBP1 UPR activ: -1; Jurkat NFkB inh: 1; tim10-1 inh: 3; Mdm2-MdmX inh: 22; TIM10 inh: -5; 697 NFkB inh: 23; tim23-1 inh: 10

How did Cc1ccc(NC(=O)COC(=O)c2nn(C)c(=O)c3ccccc23)cc1F do in these assays?
UPR CHOP act: 0.3; XBP1 UPR activ: 2; Jurkat NFkB inh: -85; tim10-1 inh: -19; Mdm2-MdmX inh: -13; TIM10 inh: 10; 697 NFkB inh: -16; tim23-1 inh: 12

Results for Cc1nn(CC(=O)NCc2ccco2)c(C)c1[N+](=O)[O-] ?
UPR CHOP act: 2.4; XBP1 UPR activ: -2; Jurkat NFkB inh: 1; tim10-1 inh: 10; Mdm2-MdmX inh: -17; TIM10 inh: -2; 697 NFkB inh: 16; tim23-1 inh: -2

How did CCc1ccc(N2CC34C=CC(O3)C(C(=O)OC(C)C)C4C2=O)cc1 (stereo not drawn) do in these assays?
UPR CHOP act: 1.2; XBP1 UPR activ: 0; Jurkat NFkB inh: 10; tim10-1 inh: 1; Mdm2-MdmX inh: 10; TIM10 inh: 1; 697 NFkB inh: 6; tim23-1 inh: -2

Results for Cc1c(-c2ccc(F)cc2)nc(N)c(C#N)c1-c1cccs1 ?
UPR CHOP act: 0.9; XBP1 UPR activ: -2; Jurkat NFkB inh: -16; tim10-1 inh: 24; Mdm2-MdmX inh: 26; TIM10 inh: -9; 697 NFkB inh: -40; tim23-1 inh: 9

What do the screens show for `COc1cc(-n2c(=O)c3ccccc3n(Cc3cccc(F)c3)c2=O)cc(OC)c1OC`?
UPR CHOP act: -3.4; XBP1 UPR activ: -3; Jurkat NFkB inh: -2; tim10-1 inh: 10; Mdm2-MdmX inh: -1; TIM10 inh: -3; 697 NFkB inh: 9; tim23-1 inh: 5

What do the screens show for `CCOc1cccc(OCCCOc2ccccc2)c1`?
UPR CHOP act: 1.6; XBP1 UPR activ: 2; Jurkat NFkB inh: -22; tim10-1 inh: -6; Mdm2-MdmX inh: -26; TIM10 inh: 7; 697 NFkB inh: -20; tim23-1 inh: 9

Results for C/C(=N\Nc1nc2ccccc2[nH]1)c1ccccn1 ?
UPR CHOP act: 26; XBP1 UPR activ: -3; Jurkat NFkB inh: 29; tim10-1 inh: -24; Mdm2-MdmX inh: 32; TIM10 inh: 34; 697 NFkB inh: -103; tim23-1 inh: 26

How did CC(C)c1ccc(C(=O)CN2C(=O)NC3(CCc4ccccc43)C2=O)cc1 (stereo not drawn) do in these assays?
UPR CHOP act: 2.1; XBP1 UPR activ: 6; Jurkat NFkB inh: -40; tim10-1 inh: 19; Mdm2-MdmX inh: -11; TIM10 inh: 26; 697 NFkB inh: -63; tim23-1 inh: 54*

How did CCCN(CCC)CCCNC(=O)c1cc2cc3ccc(OC)cc3nc2o1 do in these assays?
UPR CHOP act: 2.3; XBP1 UPR activ: -1; Jurkat NFkB inh: -18; tim10-1 inh: 36; Mdm2-MdmX inh: 7; TIM10 inh: 65*; 697 NFkB inh: -4; tim23-1 inh: 50

What do the screens show for `CCCCCCCC(=O)Nc1ccc(S(=O)(=O)Nc2nccs2)cc1`?
UPR CHOP act: -1.1; XBP1 UPR activ: -2; Jurkat NFkB inh: 12; tim10-1 inh: 4; Mdm2-MdmX inh: -7; TIM10 inh: 3; 697 NFkB inh: 10; tim23-1 inh: 4

What do the screens show for `N=c1ccn(Cc2cccc(F)c2)cc1`?
UPR CHOP act: -0.9; XBP1 UPR activ: -4; Jurkat NFkB inh: -5; tim10-1 inh: 4; Mdm2-MdmX inh: 13; TIM10 inh: -15; 697 NFkB inh: -27; tim23-1 inh: -15

Pulled by structure from above:
How did Cc1cc(C(=O)OCn2nnc3ccccc3c2=O)c(C)n1-c1ccccc1 do in these assays?
UPR CHOP act: 7.4; XBP1 UPR activ: 6; Jurkat NFkB inh: -4; tim10-1 inh: 6; Mdm2-MdmX inh: 23; TIM10 inh: 0; 697 NFkB inh: -19; tim23-1 inh: 28

What do the screens show for `N=c1ccn(Cc2cccc(F)c2)cc1`?
UPR CHOP act: -0.9; XBP1 UPR activ: -4; Jurkat NFkB inh: -5; tim10-1 inh: 4; Mdm2-MdmX inh: 13; TIM10 inh: -15; 697 NFkB inh: -27; tim23-1 inh: -15

The results go on:
Results for COc1ccc(C(=O)CC(=O)C(=O)Nc2cc(Cl)c(OC)cc2OC)cc1 ?
UPR CHOP act: 2.0; XBP1 UPR activ: 0; Jurkat NFkB inh: -6; tim10-1 inh: -4; Mdm2-MdmX inh: -6; TIM10 inh: -7; 697 NFkB inh: -1; tim23-1 inh: 2

Results for O=C(O)C1CCC(=O)N(C2CCCCC2)C1c1ccccc1Cl (stereo not drawn) ?
UPR CHOP act: -1.0; XBP1 UPR activ: 0; Jurkat NFkB inh: -7; tim10-1 inh: -19; Mdm2-MdmX inh: 14; TIM10 inh: -16; 697 NFkB inh: 8; tim23-1 inh: 2

What do the screens show for `CC(=O)c1ccc(N=Nc2c(C)[nH][nH]c2=O)cc1`?
UPR CHOP act: 3.6; XBP1 UPR activ: 6; Jurkat NFkB inh: -27; tim10-1 inh: -7; Mdm2-MdmX inh: 11; TIM10 inh: -17; 697 NFkB inh: -15; tim23-1 inh: -6

What do the screens show for `COCCCNC(=O)/C=C/c1ccc(OCc2c(F)cccc2Cl)cc1`?
UPR CHOP act: -2.7; XBP1 UPR activ: -8; Jurkat NFkB inh: -3; tim10-1 inh: 6; Mdm2-MdmX inh: -1; TIM10 inh: -12; 697 NFkB inh: 19; tim23-1 inh: 35

Results for Cc1ccc(NC(=O)Nc2cnccn2)cc1C ?
UPR CHOP act: 4.0; XBP1 UPR activ: 1; Jurkat NFkB inh: 8; tim10-1 inh: -7; Mdm2-MdmX inh: 21; TIM10 inh: 0; 697 NFkB inh: 4; tim23-1 inh: 1

How did COc1ccccc1CNc1ccc([N+](=O)[O-])cc1C do in these assays?
UPR CHOP act: 0.8; XBP1 UPR activ: -3; Jurkat NFkB inh: 20; tim10-1 inh: -3; Mdm2-MdmX inh: 17; TIM10 inh: 0; 697 NFkB inh: 2; tim23-1 inh: -7

Results for O=C(COCc1cc(-c2ccc3c(c2)OCO3)on1)N1CCCCC1 ?
UPR CHOP act: 4.1; XBP1 UPR activ: -1; Jurkat NFkB inh: -46; tim10-1 inh: 16; Mdm2-MdmX inh: -40; TIM10 inh: 7; 697 NFkB inh: -65; tim23-1 inh: 11

Results for CCN1CCN(C(=O)C2CCN(c3nnc(C)c4c(C)n(-c5ccc(C)cc5)nc34)CC2)CC1 ?
UPR CHOP act: 2.3; XBP1 UPR activ: -2; Jurkat NFkB inh: -1; tim10-1 inh: -12; Mdm2-MdmX inh: 10; TIM10 inh: 1; 697 NFkB inh: -29; tim23-1 inh: 10

Results for CC(C)CC(NC(=O)C(NC(=O)C(Cc1ccc(OCc2ccccc2)cc1)NC(=O)OC(C)(C)C)C(C)C)C(N)=O (stereo not drawn) ?
UPR CHOP act: -0.3; XBP1 UPR activ: -1; Jurkat NFkB inh: -5; tim10-1 inh: 21; Mdm2-MdmX inh: 3; TIM10 inh: -7; 697 NFkB inh: -12; tim23-1 inh: 1

In the list so far, these have a nitro group on carbon:
Results for Cc1nn(CC(=O)NCc2ccco2)c(C)c1[N+](=O)[O-] ?
UPR CHOP act: 2.4; XBP1 UPR activ: -2; Jurkat NFkB inh: 1; tim10-1 inh: 10; Mdm2-MdmX inh: -17; TIM10 inh: -2; 697 NFkB inh: 16; tim23-1 inh: -2

How did COc1ccccc1CNc1ccc([N+](=O)[O-])cc1C do in these assays?
UPR CHOP act: 0.8; XBP1 UPR activ: -3; Jurkat NFkB inh: 20; tim10-1 inh: -3; Mdm2-MdmX inh: 17; TIM10 inh: 0; 697 NFkB inh: 2; tim23-1 inh: -7

Assay outcomes (PubChem)
